High-throughput results as filed in PubChem BioAssay.
GLS inhibitor = blocks human kidney-isoform glutaminase activity; O94925; GLS enzymatic activity, qHTS titration; Potency, µM (top dose mostly 45.5 µM), without a hit: at the highest dose activity change, negative = inhibition, usual class: inhibitors; hit rate 0.21% among 410,000; AID 624170; also: % is scaled to controls: 0 for no effect and ±100 for the full control effect
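Enzyme dispensed in phosphate buffer (45 mM, pH 8.2, 0.02% Tween-20), compounds pinned in, then 1 mM L-glutamine solution and the glutamate oxidase–HRP–Amplex Red mix added; fluorescence read immediately and again after 30 min at room temperature.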
G9a inh = blocks human histone lysine methyltransferase G9a. Q96KQ7. G9a H3K9 monomethylation, AlphaScreen, 2 h. Potency, µM (top dose mostly 102 µM), inactives show top-dose activity, negative = inhibition, most hits filed as inhibitors. hit rate 8.8% among 350,000. AID 504332; also: % is scaled to controls: 0 for no effect and ±100 for the full control effect; nearly all actives have a fitted effect of over 75% in size
Target sequence (Q96KQ7 913-1193 limits assumed): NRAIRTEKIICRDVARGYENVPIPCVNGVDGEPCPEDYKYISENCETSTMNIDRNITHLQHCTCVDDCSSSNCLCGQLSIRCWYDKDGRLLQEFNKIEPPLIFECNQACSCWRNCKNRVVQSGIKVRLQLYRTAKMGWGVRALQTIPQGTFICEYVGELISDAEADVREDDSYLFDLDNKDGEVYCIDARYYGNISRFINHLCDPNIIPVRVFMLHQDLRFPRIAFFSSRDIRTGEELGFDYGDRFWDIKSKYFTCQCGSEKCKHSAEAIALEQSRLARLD
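Step 1: enzyme (final 20 nM) with compound, 15 min RT. Step 2: substrate peptide 500 nM and SAM 20 uM, 2 h RT. Step 3: anti-H3K9me1 antibody and AlphaScreen beads, 10 min, then plate read.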
Pin1 inh = human Pin1 inhibition; Potency, µM (highest dose often 115 µM), for the others: at the highest dose activity, negative = inhibition, hits mostly inhibitors; hit rate 0.009% among 390,000; Pin1 FP peptide displacement, HiFluor488, 10 min; active = well fitted inhibition curve with a large enough effect in the polarisation, with a control signal flat, not every such curve was filed as active; inconclusive = small, poorly fitted or top-dose-only effect, or effect the other way, or a change in a side signal; inactive = no such curve, though single readings can be large or run the other way; the % refers to the polarisation; also: % is scaled to controls: 0 for no effect and ±100 for the full control effect
Target sequence (Q13526 whole entry, looked up): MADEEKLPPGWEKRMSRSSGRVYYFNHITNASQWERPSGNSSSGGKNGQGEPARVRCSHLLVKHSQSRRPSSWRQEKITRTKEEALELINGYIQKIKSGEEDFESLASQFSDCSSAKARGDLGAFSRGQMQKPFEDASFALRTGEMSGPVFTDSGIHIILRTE
BAZ2B inh = BAZ2B (human) inhibition. Q9UIF8. AlphaScreen BAZ2B-H3K14Ac peptide displacement. Potency, µM (top dose mostly 114 µM), for the others: at the top dose activity change, negative = inhibition, usual class: inhibitors. hit rate 4.4% among 360,000. AID 504333; also: % is scaled to controls: 0 for no effect and ±100 for the full control effect; nearly all actives have a fitted effect of over 60% in size
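BAZ2B 50 nM plus b-H3(5-23)K14Ac 50 nM, PBS pH 7.4/0.01% Tween-20, 30 min RT; compound added (max 110 uM), 30 min RT; streptavidin donor/Ni-chelate acceptor beads 10 ug/mL final, 20 min dark; AlphaScreen read.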
POLI inh = inhibitors of human DNA polymerase iota. Q9UNA4. Pol iota fluorescent replication assay, 10 min. Potency, µM (series often up to 115 µM), without a hit: at the top dose activity, negative = inhibition, hits mostly inhibitors. hit rate 1% among 390,000. AID 588590
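Pol iota at 10 nM preincubated 15 min with compounds at room temperature; reaction started with fluorescent substrate, 50 nM final. Fluorescence read kinetically at 0 and 10 min; buffer-only wells as negative control.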
JMJD2A Tudor = JMJD2A Tudor domain (human) inhibition; O75164; AlphaScreen JMJD2A-Tudor / H3K4me3 peptide binding; Potency, µM (series often up to 114 µM), for inactives: at the highest dose activity change, negative = inhibition, usual class: inhibitors; hit rate 4.4% among 390,000; also: % is scaled to controls: 0 for no effect and ±100 for the full control effect; nearly all actives have a fitted effect of over 50% in size
PGK inhibitor = inhibitors of T. brucei phosphoglycerate kinase; P07378; PGK/GAPDH coupled, Kinase-Glo luminescence, 60 min; Potency, µM (highest dose often 57.5 µM), inactives show at the highest dose activity change, negative = inhibition, most hits filed as inhibitors; hit rate 0.043% among 380,000; AID 602233; also: % is scaled to controls: 0 for no effect and ±100 for the full control effect; nearly all actives have a fitted effect of over 60% in size
Target sequence (P07378 whole entry, looked up): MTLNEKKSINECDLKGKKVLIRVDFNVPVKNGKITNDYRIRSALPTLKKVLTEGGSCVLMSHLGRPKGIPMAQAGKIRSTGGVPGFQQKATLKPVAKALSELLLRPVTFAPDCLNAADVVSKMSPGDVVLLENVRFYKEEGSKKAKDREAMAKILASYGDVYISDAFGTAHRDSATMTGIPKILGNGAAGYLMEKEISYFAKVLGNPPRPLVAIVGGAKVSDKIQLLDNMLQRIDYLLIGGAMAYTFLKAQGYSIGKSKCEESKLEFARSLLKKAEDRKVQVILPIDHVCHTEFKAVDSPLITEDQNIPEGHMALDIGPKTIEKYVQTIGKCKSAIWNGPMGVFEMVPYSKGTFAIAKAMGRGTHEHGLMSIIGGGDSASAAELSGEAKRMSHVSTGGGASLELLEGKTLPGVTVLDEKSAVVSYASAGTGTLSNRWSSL
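Recombinant glycosomal PGK reaction used 1,3-bisphosphoglycerate generated in-well by GAPDH (100nM final) in 100mM TEA pH 7.6, 5mM MgCl2, 0.01% Tween-20. After 60 minutes at room temperature, ATP was read by Kinase-Glo Plus luminescence end-point.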
HP1b chromo inh = blocks HP1-beta chromodomain binding to methylated histone tails | P83916 | AlphaScreen HP1-beta / biotin-H3K9me3 peptide binding | Potency, µM (top dose mostly 114 µM), inactives show top-dose activity change, negative = inhibition, usual class: inhibitors | hit rate 0.56% among 390,000; also: nearly all actives have a fitted effect of over 70% in size; inactives centre near 23
Target sequence (P83916 whole entry, looked up): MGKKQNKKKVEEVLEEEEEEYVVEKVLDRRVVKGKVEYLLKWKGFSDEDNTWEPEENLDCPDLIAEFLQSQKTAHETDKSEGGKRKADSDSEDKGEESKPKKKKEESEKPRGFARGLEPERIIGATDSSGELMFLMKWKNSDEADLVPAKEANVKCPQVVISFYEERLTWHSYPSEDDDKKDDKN
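HP1-beta protein (50 nM final) preincubated 30 min at room temperature with biotinylated H3(1-18)K9me3 peptide (50 nM) in PBS pH 7.4, 0.01% Tween-20, then compound added for 30 min. AlphaScreen streptavidin donor/nickel chelate acceptor beads (10 ug/mL final), 30 min dark, luminescence read.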
BLM helicase inh = blocks DNA unwinding by human BLM helicase | P54132 | recombinant BLM DNA unwinding, fluorescence dequenching | Potency, µM (doses to about 56.1 µM), for inactives: at the highest dose activity change, negative = inhibition, hits mostly inhibitors | hit rate 0.2% among 350,000;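 also: plate controls were vehicle for no effect and no enzyme for full effect; nearly all actives have a fitted effect of over 35% in size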
* hit, by the source's call; i = inactive; ? = inconclusive; nt = not tested or not shown; [ ] = dose if it differs, or a comment. Unless noted, calls follow the shape of the dose curve; as a rule, active = well fitted curve in the direction sought with a large enough effect; inconclusive = small, poorly fitted or top-dose-only effect, or another doubt; inactive = no such curve, though single readings can be large; an effect the other way counts as inactive or inconclusive. Potency is read from the fitted curve at half-maximal effect. An excerpt; rates above refer to the full screens.

SMILES	GLS inhibitor	G9a inh	Pin1 inh	BAZ2B inh	POLI inh	JMJD2A Tudor	PGK inhibitor	HP1b chromo inh	BLM helicase inh
CS(=O)(=O)N(CC(=O)N1CCC(C(N)=O)CC1)Cc1ccc(Cl)c(Cl)c1	0.1%	nt	-0.6%	-5.2%	40.8%[activator]	7.5%	-2.8%	35.0%	2.0%
N#C/C(=C/Nc1ccccc1F)S(=O)(=O)c1ccc(Cl)cc1	-6.9%	16.2%	-3.9%	9.8%	34.7%[activator]	-18.9%	-9.7%	-0.8%	-6.9%
CCOC(=O)c1sc(NC(=O)/C=C/c2cnn(CC)c2C)c(C(=O)OCC)c1C	-17.7%	?	0.6%	6.2%	-9.5%	-11.5%	i	-12.7%	-4.7%
C=CCNc1nc(SCC=C)nc2ccsc12	-1.4%	-17.1%[12.7 µM]	4.1%	-4.0%	8.0%	0.7%	i	68.0%[activator]	-3.7%
O=S(=O)(NC1CC2CCC1C2)c1ccc(Cl)cc1 (stereo unspecified)	3.5%	27.0%	1.6%	5.8%	-16.5%	-5.0%	-8.6%	27.6%	-10.1%
CCC(C)NC(=O)Cn1c(=O)n(CCCCC(=O)NCc2ccco2)c(=O)c2ccccc21 (stereo unspecified)	7.6%	15.9%	-6.5%	1.1%	4.2%	3.3%	-8.4%	3.4%	1.0%
O=C(Nc1ccc(Br)cc1)c1ccc(F)c(S(=O)(=O)N2CCCc3ccccc32)c1	-0.6%	2.4%[59 µM]	1.8%	-0.6%	16.2%	-19.0%	-7.5%	13.4%	-10.5%
CCCn1nc(NC(=O)c2ccncc2)c2cc3ccccc3nc21	7.9%	-10.9%	-10.5%	4.7%	21.9%	-0.7%	i	36.9%	-1.5%
COc1ccc(Cl)cc1NC(=O)CCN1C(=O)c2ccccc2Sc2ncccc21	2.4%	-7.1%[59 µM]	6.2%	-8.0%	-2.5%	-24.2%	2.2%	-3.5%	-2.5%
Cc1cc(C(=O)Nc2ccc(F)cc2C)n(-c2ccccc2)n1	1.5%	-1.7%	-5.5%	-1.0%	31.7%[activator]	-10.2%	i	32.4%	-2.0%
Cc1sc2ncnc(SCC(=O)N3CCCC3)c2c1C	-12.5%	?	19.0%	2.9%	6.3%	-6.2%	-7.9%	33.2%	-2.5%
CNS(=O)(=O)c1cc(Nc2ncnc3sccc23)ccc1C	-0.5%	-11.7%	-3.4%	-1.8%	12.6%	-20.1%	-1.0%	18.4%	-0.9%
COc1ccccc1NC(=O)c1oc2ccc(C)cc2c1C	-1.5%	48.4%[59 µM]	0.2%	44.0%[activator]	-3.0%	48.0%[activator]	i	138.2%[activator]	-2.5%
COc1cc(Cl)c(S(=O)(=O)N2CC(C)OC(C)C2)cc1Cl (stereo unspecified)	-0.2%	10.3%	?	7.2%	32.7%[activator]	-0.8%	1.6%	39.0%	-3.6%
CCCSC(=O)N(CC)CC(=O)Nc1c(CC)cccc1CC	1.0%	-1.3%[2.33 µM]	-3.3%	3.0%	-0.9%	11.3%	2.3%	26.8%	-0.6%
CC(=O)c1cccc(-n2nnnc2SCC(=O)Nc2cccc(NC(=O)c3ccco3)c2)c1	-4.8%	?	6.4%	-5.7%	-2.0%	-18.6%	-2.0%	40.2%[activator]	-1.0%
CCOc1ccc(S(=O)(=O)n2nc(C)c(S(=O)(=O)N3CCOCC3)c2C)cc1	-10.4%	50.1µM*	4.0%	?	-12.0%	-15.2%	8.0%	7.4%	-0.2%
O=S(=O)(O)c1ccc(O)c2cc(Nc3ccccc3)ccc12	2.24µM*	nt	8.49µM*	nt	?	2.82µM*	5.01µM*	2µM*	nt
O=C(CCN1CCCCC1)Nc1cccc(Cl)c1	-9.6%	?	0.5%	-3.2%	3.7%	-14.4%[11.4 µM]	-7.3%	13.5%	0.9%
CCCNC(=O)COC(=O)c1n[nH]c2ccccc12	1.3%	-0.5%	-1.4%	-15.5%	92.6%[activator]	-14.7%	2.9%	28.1%	-1.5%
O=C(Cn1cc(C(F)(F)F)ccc1=O)N/N=C/c1ccccc1O	71.5%[activator]	20.8%	5.8%	3.8%	29.9%	-0.7%[11.4 µM]	i	6.0%	-3.7%
COC(=O)COc1ccc2c(=O)c(-c3ccccc3OC)coc2c1	7.8%	-40.0%	-0.4%	-12.5%	29.9%	-6.3%	i	27.2%	-5.9%
CCOC(=O)CC1=NN(c2ccccc2)C(=O)C1=c1sc(=C2SC(C)=C(C)N2CC)c(=O)n1CC	-5.1%	nt	6.9%	nt	37.4%[activator]	11.3%	5.3%	15.0%	nt
O=C(O)c1cccc(S(=O)(=O)Nc2cc(Cl)ccc2Cl)c1	23.4%	-41.0%	-12.8%	0.1%	6.2%	-6.8%	-12.3%	19.2%	1.0%
Cc1cccc(NCc2cc(Cl)cc(Cl)c2O)n1	19.4%	-50.8%[59 µM]	3.3%	-10.5%	6.6%	-14.0%	-9.9%	30.0%	-17.6%
CC(Sc1ccc(S(=O)(=O)N2CCN(C)CC2)cn1)C(=O)NC1(C#N)CCCCC1 (stereo unspecified)	7.1%	-2.3%	4.1%	-1.1%	27.6%	-13.7%	i	21.7%	nt
CCOc1ccc(/C(O)=C2\C(=O)C(=O)N(c3ccc(OC)cc3)C2c2ccccc2[N+](=O)[O-])cc1 (stereo unspecified)	?	nt	-13.4%	-17.7%	20.1%	?	i	?	-5.1%
CC(=O)c1ccc(Nc2ncnc3c2oc2ccccc23)cc1	6.5%	79.4µM*	8.4%	?	2.5%	?	2.8%	46.8%[activator]	1.0%
CCOC(=O)C1=C(c2ccccc2)N(C)C(=O)NC1c1ccc(OC(F)F)c(OC)c1 (stereo unspecified)	4.7%	-10.7%	27.1%	-2.7%	6.4%	-27.5%	0.1%	1.8%	-6.8%
Cc1cc(C)cc(Oc2ccc(C(F)(F)F)cc2C#N)c1	-13.2%	169.2%[activator]	56.1%[activator]	86.5%[activator]	2.8%	139.6%[activator]	i	219.3%[activator]	-4.9%

An excerpt from above in order of molecular weight, smallest number first.
SMILES	GLS inhibitor	G9a inh	Pin1 inh	BAZ2B inh	POLI inh	JMJD2A Tudor	PGK inhibitor	HP1b chromo inh	BLM helicase inh
CC(=O)c1ccc(Nc2ncnc3c2oc2ccccc23)cc1	6.5%	79.4µM*	8.4%	?	2.5%	?	2.8%	46.8%[activator]	1.0%
COC(=O)COc1ccc2c(=O)c(-c3ccccc3OC)coc2c1	7.8%	-40.0%	-0.4%	-12.5%	29.9%	-6.3%	i	27.2%	-5.9%
CCOc1ccc(/C(O)=C2\C(=O)C(=O)N(c3ccc(OC)cc3)C2c2ccccc2[N+](=O)[O-])cc1 (stereo unspecified)	?	nt	-13.4%	-17.7%	20.1%	?	i	?	-5.1%

The listing continues.
SMILES	GLS inhibitor	G9a inh	Pin1 inh	BAZ2B inh	POLI inh	JMJD2A Tudor	PGK inhibitor	HP1b chromo inh	BLM helicase inh
COc1cc(SC)ccc1C(=O)N1CCN(Cc2ccc3c(c2)OCO3)CC1	-0.1%	-20.7%	-4.7%	-11.6%	8.5%	-13.9%	-8.0%	19.3%	-0.1%
Cc1ccc(SCC(=O)O/N=C(\N)c2cccnc2)cc1	2.2%	31.4%	-4.5%	1.0%	134.4%[activator]	14.3%	9.2%	27.7%	0.2%
O=C(COc1ccc(S(=O)(=O)N2CCCC2)cc1)N1CCCC1	-5.9%	-8.3%	-7.0%	-20.0%	-18.4%	6.2%	-3.7%	27.7%	-2.5%
CCCCN(C(=O)c1cc2ccccc2o1)c1c(N)n(CC(C)C)c(=O)[nH]c1=O	-7.4%	6.8%[59 µM]	-11.4%	6.1%	10.6%	-9.5%	i	35.8%	-3.6%
CC(C)c1ccc(-n2nnnc2SCC(=O)NC2CC2)cc1	0.7%	24.9%[2.33 µM]	0.1%	10.2%	15.2%	3.7%	-6.7%	49.4%[activator]	nt
COc1ccc(Nc2ncccc2C(=O)NCc2ccccc2)cc1	-1.6%	-5.6%[12.7 µM]	-0.9%	?	14.3%	?	19.0%	-3.2%	-8.3%
COc1ccc(-c2noc(=O)n2Cc2ccccc2F)cc1	-4.5%	44.4%	-7.0%	-3.0%	8.6%	-1.3%	i	48.4%[activator]	-1.6%
CC(CNC(=O)C1CCN(C(=O)c2cc3sccc3n2C)CC1)c1ccccc1 (stereo unspecified)	-10.3%	-8.4%[59 µM]	4.2%	-16.8%	7.9%	-4.7%	-4.1%	14.4%	-2.4%
COc1ccc(Nc2ncnc3c2cnn3-c2ccccc2)cc1OC	1.6%	-9.5%	-0.1%	-7.7%	?	-12.1%	i	50.5%[activator]	-10.8%
O=C(NC1CCCC1)c1cccc2c1C(=O)c1ccc(/C=C/c3ccccc3)cc1S2(=O)=O	19.4%	14.4%[0.501 µM]	?	-17.4%	20.2%	-20.9%	6.8%	12.0%	nt
COC(=O)c1nnn(-c2ccc(Cl)cc2)c1C(=O)OC	-4.2%	15.1%[59 µM]	1.4%	27.0%	9.6%	-13.0%	i	59.7%[activator]	-1.0%
O=[N+]([O-])c1cccnc1Oc1ccc(F)cc1F	-0.6%	11.5%	-11.1%	-2.7%	130.2%[activator]	-14.9%	-1.0%	-1.8%	-1.8%
C=CCn1c(CSc2nnc(-c3ccccc3)n2C)n[nH]c1=S	6.8%	nt	-5.7%	-2.5%	44.7%[activator]	10µM*	3.5%	40.5%[activator]	0.2%
O=C(CN1C(=O)C2CC=CCC2C1=O)Nc1ccc(OC(F)(F)F)cc1 (stereo unspecified)	-3.5%	14.2%[59 µM]	-4.3%	-2.1%	9.0%	2.0%	6.2%	32.7%	nt

JMJD2A Tudor: hit marks shown above.
SMILES	GLS inhibitor	G9a inh	Pin1 inh	BAZ2B inh	POLI inh	JMJD2A Tudor	PGK inhibitor	HP1b chromo inh	BLM helicase inh
O=S(=O)(O)c1ccc(O)c2cc(Nc3ccccc3)ccc12	2.24µM*	nt	8.49µM*	nt	?	2.82µM*	5.01µM*	2µM*	nt
C=CCn1c(CSc2nnc(-c3ccccc3)n2C)n[nH]c1=S	6.8%	nt	-5.7%	-2.5%	44.7%[activator]	10µM*	3.5%	40.5%[activator]	0.2%
